Screening data deposited in PubChem BioAssay by several laboratories.
Vc quorum ag = inducers of Vibrio cholerae quorum light production without autoinducers; activation, % at 18.7 µM; V. cholerae BH1578 lux reporter, luminescence, 6 h; 350,000 tested, 0.16% active; in the data active = activation mostly above about 9.7%, no sharp cut-off; note: not every result past the cut was called active; inactives centre near 0; reference of the scale not given here
Y pestis TopoI = blocks Yersinia pestis topoisomerase I activity. activity, % at 10 µM. Y. pestis Topo-I cleavage product accumulation, plate reader. 360,000 tested, 0.064% active; in the data active = activity above about 50%, passing the limit was not always enough; note: inactives centre near 2
DUSP3 inh = inhibitors of human VHR1 phosphatase (DUSP3) | recombinant VHR phosphatase, pNPP absorbance | inhibition, % at 13.3 µM | 290,000 tested, 0.52% active; in the data active = inhibition above about 50%; note: some compounds called inactive have numbers as strong as hits
Target sequence (P51452 whole entry, looked up): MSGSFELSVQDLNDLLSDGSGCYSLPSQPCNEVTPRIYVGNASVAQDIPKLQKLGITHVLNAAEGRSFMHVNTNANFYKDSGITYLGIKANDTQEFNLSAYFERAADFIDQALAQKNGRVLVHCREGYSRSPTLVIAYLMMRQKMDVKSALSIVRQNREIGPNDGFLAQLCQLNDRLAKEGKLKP
Rv3671c inh = Rv3671c (M. tuberculosis) protease inhibition | P9WHR9 | inhibition, % at 5.96 µM | 320,000 tested, 0.048% active; in the data active = inhibition above about 38%;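 note: extracellular domain of Rv3671c used as enzyme; 0% = enzyme with DMSO and 100% = no enzyme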
Target sequence (P9WHR9 whole entry, looked up, the tested form may be a part): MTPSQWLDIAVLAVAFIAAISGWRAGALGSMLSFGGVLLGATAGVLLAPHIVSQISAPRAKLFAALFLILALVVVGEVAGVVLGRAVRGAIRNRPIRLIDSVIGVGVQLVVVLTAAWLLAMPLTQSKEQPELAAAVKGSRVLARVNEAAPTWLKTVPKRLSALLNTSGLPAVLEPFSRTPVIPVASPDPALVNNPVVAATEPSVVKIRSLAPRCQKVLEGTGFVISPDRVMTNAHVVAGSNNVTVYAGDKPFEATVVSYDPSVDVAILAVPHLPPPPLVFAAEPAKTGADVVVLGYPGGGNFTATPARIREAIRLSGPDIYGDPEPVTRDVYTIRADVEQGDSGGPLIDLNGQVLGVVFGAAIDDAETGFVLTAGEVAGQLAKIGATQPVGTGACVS
TcdB GH inh = TcdB glycohydrolase inhibition; P18177; TcdB glycohydrolase enzymatic assay, plate reader; inhibition, % at 9.99 µM; 350,000 tested, 0.24% active; in the data active = inhibition above about 10%
MazF activator = activators of E. coli MazEF toxin-antitoxin RNase. activation, % at 20 µM. AID 504720. P0AE70. FAM/BHQ RNA-DNA oligo cleavage fluorescence, 5 h. 350,000 tested, 0.32% active; in the data active = activation above about 50%
Target sequence (P0AE70 whole entry, looked up): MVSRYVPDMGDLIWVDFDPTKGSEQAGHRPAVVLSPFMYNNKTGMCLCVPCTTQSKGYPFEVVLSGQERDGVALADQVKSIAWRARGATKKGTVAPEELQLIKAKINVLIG
SARS 3CLpro inh = SARS-CoV 3CLpro protease inhibition; 290,000 tested, 0.14% active; recombinant SARS-CoV 3CLpro, quenched FRET peptide cleavage; inhibition, % at 6 µM; P0C6X7; in the data active = inhibition above about 12%
PrPC TRFRET = cell surface PrPC inhibition, primary TR-FRET screen; P04156; AID 720596; TR-FRET read-out; inhibition, % at 13.8 µM; 370,000 tested, 0.43% active; in the data active = inhibition above about 24%; note: 0% = median of the test wells and 100% = reference compound wells
PriA SSB inh = K. pneumoniae PriA-SSBct interaction inhibition; AlphaScreen SSBct-PriA binding, biotinylated peptide; inhibition, % at 33 µM; 430,000 tested, 0.6% active; AID 1272365; in the data active = inhibition mostly above about 37%, no sharp cut-off; inactive = mostly below about 20%;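 note: plate controls were negative control peptide for no effect and reference peptide for full effect; strong numbers were not always called active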
CCHF vOTU inh = CCHFV vOTU protease inhibition | Pep-AMC fluorescence | inhibition, % at 11.5 µM | 370,000 tested, 0.55% active; in the data active = inhibition above about 30%; note: 0% = vehicle wells with enzyme and 100% = no enzyme wells
* hit, by the source's call; i = inactive; . = no result given; & = joins results of further samples. An excerpt, so the mix of outcomes need not match the whole.

SMILES	Vc quorum ag	Y pestis TopoI	DUSP3 inh	Rv3671c inh	TcdB GH inh	MazF activator	SARS 3CLpro inh	PrPC TRFRET	PriA SSB inh	CCHF vOTU inh
CN(c1ccccc1)S(=O)(=O)c1cccc(NC(=O)c2ccc(Cl)c([N+](=O)[O-])c2)c1	-1.4	2	.	-190	-1.1	8	.	-22	4	16
O=C(Nc1ccccn1)C1CCN(S(=O)(=O)c2cccc3nonc23)CC1	0.4	2	-8	5	.	1	-3	-33	-6	11
CC1CCN(CC(=O)NCCc2ccc(F)cc2)CC1	i	0	10	-2	1.4	1	-1	2	-6	-14
Nc1nc(NCC2CCCO2)nc(Nc2ccc(F)cc2)c1[N+](=O)[O-] (stereo not given)	-0.6	0	5	-5	.	5	3	-6	-16	14
CCc1ccccc1N(CC(=O)NCc1ccco1)C(=O)CCC(=O)Nc1ccccn1	i	5	-35	1	-0.2	8	4	0	6	-12
Nc1c(C(=O)NCc2ccccc2)nnn1Cc1ccc(F)cc1	-0.2	7	36	3	-5.9	-7	0	13	4	-4
Cc1cccc(-n2c(SCc3ccc(C#N)cc3)nnc2-c2c[nH]c3ccccc23)c1	-0.3	1	-4	-9	.	6	-2	6	0	-8
Cc1ccc(S(=O)(=O)N2CCN(C(=O)c3cc4c(s3)CCC(C)C4)CC2)cc1 (stereo not given)	i	5	.	.	-0.2	-2	.	-12	-6	7
c1ccc(-c2nc(-c3ccccn3)no2)cc1	-9.2	0	13	-4	.	9	-5	-7	3	-10
CCN(CC(=O)Nc1c(F)cccc1F)C(=O)CNC(=O)c1cccc(C)c1	i	6	35	-5	0.3	-3	-5	5	-7	10
Cc1cccc(CN2C(=O)c3ccccc3S(=O)(=O)c3ccc(C(=O)NCCCN4CCCC4)cc32)c1	-0.2	-9	-20	-13	-1.2	20	-1	-6	8	8
Cc1ccc(-c2csc3nc(=O)c(C)nn23)cc1	.	.	9	1	0.9	-7	.	-2	-6	-10
O=C(c1ccc(F)cc1)C1CCN(C(=O)c2ccncc2)CC1	-4.2	1	22	5	.	-3	1	1	-6	7
CCOC(=O)CCc1c(C)c2ccc(OCC(=O)N3CCOCC3)c(C)c2oc1=O	i	-6	10	1	1.2	-1	-5	-5	-6	-38
O=C(COc1ccc(-n2cnnn2)cc1)Nc1ccccc1OC(F)F	-0.6	9	.	-4	1.5	0	.	9	-4	-5

The list goes on, overlapping the part above by four compounds.
SMILES	Vc quorum ag	Y pestis TopoI	DUSP3 inh	Rv3671c inh	TcdB GH inh	MazF activator	SARS 3CLpro inh	PrPC TRFRET	PriA SSB inh	CCHF vOTU inh
Cc1ccc(-c2csc3nc(=O)c(C)nn23)cc1	.	.	9	1	0.9	-7	.	-2	-6	-10
O=C(c1ccc(F)cc1)C1CCN(C(=O)c2ccncc2)CC1	-4.2	1	22	5	.	-3	1	1	-6	7
CCOC(=O)CCc1c(C)c2ccc(OCC(=O)N3CCOCC3)c(C)c2oc1=O	i	-6	10	1	1.2	-1	-5	-5	-6	-38
O=C(COc1ccc(-n2cnnn2)cc1)Nc1ccccc1OC(F)F	-0.6	9	.	-4	1.5	0	.	9	-4	-5
O=C(Nc1cccc(Cl)c1)N1CCN(C2c3ccccc3-c3ccccc32)CC1	0.7	4	14	9	0.6	6	6	-4	3	-1
COc1ccccc1C(=O)NCCN=C1NS(=O)(=O)c2ccccc21	-0.3	4	2	-10	0.5	11	-4	9	10	-5
C=C1CC2C(=O)N(Cc3cc(OC)ccc3OC)C(C(=O)OCC)(C(=O)OCC)C1N2C(=O)OC(C)(C)C (stereo not given)	i	28	.	-3	2.0	-5	.	-4	-1	11
O=C(NC(C(=O)N/N=C/c1cccnc1)c1n[nH]c(=O)c2ccccc12)c1ccccc1 (stereo not given)	-2.6	-2	12	4	-0.4	12	-1	4	.	-4
CN(C(=O)c1cccc(NC(=O)Cc2ccc(NC(=O)C3CCCN(C(=O)C4CC4)C3)cc2)c1)C1CCCC1 (stereo not given)	i	26	.	.	-0.8	-16	.	3	-3	11
CCn1cc(CN2CCCC(C(=O)c3cccc(C(F)(F)F)c3)C2)cn1 (stereo not given)	-1.0	4	.	.	2.1	.	.	5	.	2
O=C(Nc1ccccc1N1CCOCC1)C1CCCO1 (stereo not given)	-7.1	5	.	4	1.0	1	.	6	0	3
COc1ccc(OC)c(C(O)c2coc3ccc(O)c(CN4CCOCC4)c23)c1 (stereo not given)	-0.3	11	-11	8	-2.7	-2	-8	.	-5	.
C=CCC[C@@H](Cc1ccc(F)cc1)C(=O)OC[C@@H](Cc1c[nH]c2ccccc12)NC(=O)[C@H](CC=C)CC(=O)N(CCO)Cc1ccccc1	-0.7	24	.	-1	-0.8	1	.	0	3	21
CC(C)NCC(=O)Nc1c2c(nc3ccccc13)CCC2	i	-9	17	-1	-0.1	1	-4	1	-7	-10
O=C(Nc1ccc(S(=O)(=O)NCc2ccccc2)cc1)C1CCCCC1	0.3	3	16	-3	1.2	-1	3	-3	-9	19
CCOc1ccc(S(=O)(=O)Nc2cccc(OC)c2)cc1	-0.5	6	-16	-2	.	2	-5	5	7	12
CCOC(=O)N1CCC(=NNC(=O)COc2ccc(C#N)cc2)CC1	i	-2	9	-4	-2.0	5	0	4	-4	4
CCOC(=O)C1=CN(Cc2cccc(F)c2)S(=O)(=O)NC1c1cccc(OC)c1 (stereo not given)	i	-6	.	.	0.7	-2	.	1	47*	-2
CCn1c(C(C)NC(=O)c2cccs2)n[nH]c1=S (stereo not given)	i	2	-2	2	1.3	-7	0	-3	-11	-6
COc1ccccc1N1CC(C(=O)Nc2nnc(SCC(=O)NC(C)C)s2)CC1=O (stereo not given)	i	6	19	-3	1.2	11	0	-3	-18	6
COC(=O)[C@@H](c1ccccc1)N(C)S(=O)(=O)c1cccc(S(=O)(=O)N(C)[C@@H](C(=O)OC)c2ccccc2)c1	-0.4	-8	-3	3	1.1	-1	-3	5	-12	-5
Nc1nc2nc(-c3ccccc3)cc(C(F)(F)F)c2s1	-0.5	6	-2	-8	-0.6	2	3	-8	-6&-1	16
O=C(NCCN1C(=O)C2C3C=CC(C3)C2C1=O)N1CCCCC1 (stereo not given)	-0.6	-6	28	8	0.9	14	0	2	-8	15
CN(C)S(=O)(=O)N1CCN(S(=O)(=O)N(C)C)CC1	-1.5	-7	12	-13	-0.5	5	4	3	-2	8
C=C(C)COc1ccc(-c2[nH]ncc2-c2ccc(Br)cc2)c(O)c1	i	1	6	-2	.	-13	3	3	-5	-7
Cc1nn(C)cc1S(=O)(=O)Nc1ccc(C(F)(F)F)cc1	i	4	32	-13	0.0	5	-3	1	-21	3
COc1ccc(C)cc1NC(=S)NC(C)c1ccc(OC)c(OC)c1 (stereo not given)	-0.4	-11	17	-10	2.5	3	5	-2	27	-11
COC(=O)[C@@]1(Cc2ccc(F)cc2)[C@@H]2[C@@H](CC(=O)[C@H]2CC(=O)C(=O)N(C)C)CN1C(=O)c1ccccc1	0.5	-4	1	-8	.	12	0	.	5	.
Cc1cccc(NC2=CC(=O)OC(C)C2)c1 (stereo not given)	i	-7	-12	-6	.	4	0	-4	-5	-5
O=[N+]([O-])c1cc(CS(=O)(=O)Oc2ccc(Cl)cc2)c(O)c([N+](=O)[O-])c1	-0.3	-6	.	-5	0.1	0	.	10	-8	-3
Fc1ccccc1N1CCN(Cc2cnc(Cl)s2)CC1	i	-3	26	6	1.7	-8	4	-1	-15	-7
COCCN(C(=O)COC(=O)/C=C/c1cccs1)c1c(N)n(Cc2ccccc2)c(=O)[nH]c1=O	i	17	.	-4	-1.5	3	.	-9	-6	6
Cc1ccc(NC(=O)c2cccc(F)c2)cc1S(=O)(=O)N1CCCCCC1	-0.5	18	9	-20	1.7	0	2	0	-10	0
Cc1ccc(S(=O)(=O)CC(=O)N2CCN(c3cccc(C(F)(F)F)c3)CC2)cc1	i	22	-9	3	0.3	4	-1	-8	-5	7

An excerpt from the list above, as a working copy:
SMILES	Vc quorum ag	Y pestis TopoI	DUSP3 inh	Rv3671c inh	TcdB GH inh	MazF activator	SARS 3CLpro inh	PrPC TRFRET	PriA SSB inh	CCHF vOTU inh
Cc1ccc(NC(=O)c2cccc(F)c2)cc1S(=O)(=O)N1CCCCCC1	-0.5	18	9	-20	1.7	0	2	0	-10	0
Cc1ccc(S(=O)(=O)CC(=O)N2CCN(c3cccc(C(F)(F)F)c3)CC2)cc1	i	22	-9	3	0.3	4	-1	-8	-5	7

Carrying on:
SMILES	Vc quorum ag	Y pestis TopoI	DUSP3 inh	Rv3671c inh	TcdB GH inh	MazF activator	SARS 3CLpro inh	PrPC TRFRET	PriA SSB inh	CCHF vOTU inh
Cc1cc(C(=O)OCC(=O)NCc2ccco2)c(C)n1-c1ccccc1	i	14	26	-1	.	-12	2	2	-6	14
Cc1nn(CC(=O)NNC(=O)c2cccc(Br)c2)c(C)c1[N+](=O)[O-]	-0.5	1	32	4	0.4	-5	-5	-1	-5	-1
Cc1ccc2nc3c(cc(S(=O)(=O)c4ccccc4)c(=N)n3Cc3ccco3)c(=O)n2c1	i	8	38	-9	-0.3	11	-1	-19	-8	-44
CCCCN(C(=O)CN(C)CC(=O)Nc1cccc(OC)c1)c1c(N)n(CCCC)c(=O)[nH]c1=O	-1.4	-3	.	1	0.0	-4	.	-6	-7	-2
O=C(Nc1ccccc1)/C(=C/c1cccnc1)NC(=O)c1ccco1	4.2	-4	13	0	.	-2	2	1	-3	-12
COc1ccc(NC(=O)Nc2ccccc2C(N)=O)cc1OC	i	-7	-17	-2	.	-8	7	0	-9	3
O=C(Nc1ccc2snnc2c1)N1CCN(c2ccccc2)CC1	-0.3	4	4	1	.	5	1	9	-10	8
CC(=O)N1c2ccccc2CCc2ccc(N)cc21	-0.7	6	-3	1	0.7	12	6	-6	-9	5
COc1cc(NCCCn2cnc3c(OC)ncnc32)cc(OC)c1OC	-0.5	0	.	.	1.4	-5	.	-6	.	-12
NC(=O)c1ccccc1OCC(=O)Nc1cccnc1Cl	i	1	.	0	0.2	9	.	4	12	3
CCc1ccc(CN(C)C(=O)CC2C(=O)NCCN2Cc2ccoc2)cc1 (stereo not given)	-0.5	8	0	1	0.4	5	-9	-8	-1	-4
CN(C)c1ccc(C(=S)N2CCN(Cc3ccccc3)CC2)cc1	-0.5	13	76	11	0.9	1	3	4	33	2
COc1cccc(CNc2nc3ccccc3n2CCN2CCCCC2)c1OC	i	-1	5	1	.	-2	0	1	-4	20
NC(=NCCc1ccc(Cl)cc1)NS(=O)(=O)c1ccccc1	i	8	18	4	0.9	-9	-1	10	-6	18
COc1ccc(NC(=O)CN2CCC(C)CC2)c([N+](=O)[O-])c1	-0.4	0	8	-11	-1.0	-1	-2	-11	12	2
CC(OC(=O)C1=Cc2ccccc2OC1)C(=O)NC(C)(C)C (stereo not given)	-0.1	0	16	4	1.6	5	-7	0	9	1
CCCCCCCCN1[C@@H](CC(=O)OCC)c2cc(C(F)(F)F)ccc2S1(=O)=O	i	70*	.	-15	1.8	3	.	-3	-90	18
Cn1cccc1/C=N\NC(=O)c1cncc(Br)c1	i	-9	21	-6	0.4	17	-3	12	.	-9
CCOc1ccc(OCCOC(=O)CN2C(=O)NC3(CCCC3)C2=O)cc1	i	-7	.	-2	0.1	-2	.	6	-22	17
Cc1cccc(OCc2nc(-c3nonc3N)no2)c1C	i	-3	24	-16	.	0	0	11	-9	-2
O=C(O)CC1S/C(=N/N=C/c2ccc(Br)cc2)N(c2ccccc2)C1=O (stereo not given)	-0.5	12	3	.	-0.6	9	0	-5	.	7
COc1ccccc1NC(=O)N(C)C[C@H]1Oc2cc(Br)ccc2S(=O)(=O)N([C@H](C)CO)C[C@H]1C	-0.2	21	.	.	1.5&-0.3&2.6	2	.	4	.	5
Cc1sc2nc(CSc3cccc(C(F)(F)F)c3)[nH]c(=O)c2c1C	-0.2	7	0	-3	-1.4	0	3	3	9	-6
O=C(OCn1nnc2ccccc2c1=O)c1ccc(N2CCOCC2)c([N+](=O)[O-])c1	-0.5	35	5	-8	.	-2	0	-2	3	0
CCOc1ccc(C(C)=O)cc1CSc1nc2nc(C)cc(C)n2n1	-1.9	6	13	-3	-1.4	7	-5	10	-13	26
CN(CC(=O)Nc1ccc(F)c(F)c1F)C(=O)c1cc(-c2ccncc2)nc2ccccc12	i	-4	.	-9	1.8	4	.	-17	-13	4
CC1(c2ccccc2)NC(=O)N(CC(=O)Nc2ccc(C(N)=O)cc2)C1=O (stereo not given)	-0.3	-2	2	5	0.5	11	1	-11	8	8
